Tau fil binding: tau filament binding; P10636; recombinant tau filaments, thioflavin S fluorescence, 15 h; filaments grown with octadecylsulfate alongside compound; Potency, µM (top dose mostly 57.1 µM), for inactives: at the highest dose activity change, negative = inhibition; AID 596; hit rate 2% among 71,000;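 also: potency is read from the fitted curve at half-maximal effect; % is scaled to controls: 0 for no effect and ±100 for the full control effect; actives lower thioflavin S fluorescence by blocking filaments or displacing dye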
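His-tagged recombinant human tau (exons 2, 3, 10; 1 uM final) fibrillized with 30 uM sodium octadecylsulfate, 15 h at 37 C, in pH 7.4 HEPES buffer with 10 uM thioflavine S and 5 mM DTT. Reduced ThS fluorescence (450/510 nm) marks activity.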
BRCT PPI red: inhibitors of human BRCA1 BRCT-phosphoprotein interaction (red fluorophore). hit rate 0.03% among 75,000. BRCT-phosphopeptide binding, red fluorescence polarization. Potency, µM (series often up to 76.9 µM), for the others: at the highest dose activity change, negative = inhibition, hits mostly inhibitors; also: % is scaled to controls: 0 for no effect and ±100 for the full control effect
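Rhodamine-labelled pBACH1 10-mer (100 nM) bound to BRCT domain (100 nM) at pH 7.3; compounds incubated 12 min room temperature, polarization read. Free peptide defines full inhibition; unlabelled decapeptide titrated as control.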
USP2a inh: USP2a (human) protease inhibition; hit rate 0.1% among 60,000; AID 927; USP2a enzymatic assay, qHTS inhibition; O75604; Potency, µM (doses to about 38.3 µM), for inactives: top-dose activity change, negative = inhibition, actives largely listed as inhibitors;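 also: potency is read from the fitted curve at half-maximal effect; nearly all actives have a fitted effect of over 60% in size; plate controls were DMSO for no effect and NEM full inhibition control for full effect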
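20 nM USP2 core + cpd, 30 min RT; add 20 nM Ub-PLA2/20 uM NBD C6-HPC; read Ex460/Em535 at 0 h and 2.5 h. Normalized to NEM; qHTS curve fit/classification.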
CRE Fsk mod: CRE-bla signaling modulation under forskolin stimulation; CHO CRE-bla reporter (cAMP response element driving beta-lactamase), forskolin EC10, beta-lactamase ratio; Potency, µM (series often up to 38.2 µM), for inactives: at the top dose activity change, negative = inhibition, most hits filed as activators; hit rate 2.5% among 71,000; active = well fitted activation curve with a large enough effect in the signal ratio, with a control signal flat, not every such curve was filed as active; inconclusive = small, poorly fitted or top-dose-only effect, or effect the other way, or a change in a side signal; the % refers to the signal ratio; also: potency is read from the fitted curve at half-maximal effect; % of control where 0% means no effect
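Beta-lactamase reporter under a cAMP responsive element in CHO cells; compounds tested in titration series against EC10 NKH 477, 3 h at 37 °C. Read-out: CCF4 FRET ratio 460nm/530nm (excitation 405nm) giving %Activity, fitted to AC50.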
Casp7 inh: allosteric or competitive inhibitors of human caspase-7; recombinant caspase-7, Ac-DEVD-AFC fluorescence rate; Potency, µM (series often up to 57.5 µM), for the others: at the highest dose activity change, negative = inhibition, most hits filed as inhibitors; hit rate 0.02% among 75,000; active = well fitted inhibition curve with a large enough effect in the main read-out, with a control signal flat, not every such curve was filed as active; inconclusive = small, poorly fitted or top-dose-only effect, or a change in a side signal; also: potency is read from the fitted curve at half-maximal effect; % of control where 0% means no effect
HEK293 cAMP cs: counter-screen for TSHR agonists: cAMP increase in parental HEK293; hit rate 2.5% among 73,000; parental HEK293 CNG cAMP sensor, membrane potential fluorescence; Potency, µM (top dose mostly 57.1 µM), without a hit: at the highest dose activation, usual class: activators; also: potency is read from the fitted curve at half-maximal effect; % of control where 0% means no effect; nearly all actives have a fitted effect of over 55% in size
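Counterscreen for endogenous-receptor signalling: CNG-channel HEK 293 cells report cAMP rise by membrane depolarization. After 60 min dye equilibration with 100 uM RO 20-1724, compounds incubated 30 min before bottom-read fluorescence at 590 nm.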
FLuc inh: blocks Photinus pyralis firefly luciferase activity. Potency, µM (titrated, usually from 57.1 µM), for inactives: at the highest dose activity change, negative = inhibition, usual class: inhibitors. purified firefly luciferase, luminescence, 8 min. hit rate 2.2% among 72,000. AID 411; also: potency is read from the fitted curve at half-maximal effect; % is scaled to controls: 0 for no effect and ±100 for the full control effect; nearly all actives have a fitted effect of over 40% in size
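Compounds were tested as concentration series (qHTS) against purified P. pyralis luciferase with luciferin and 10 uM ATP in 50 mM imidazole pH 7.2, 50 mM KCl, 7 mM MgCl2, 0.01% Tween 20, 0.05% BSA. Luminescence was read after 8 min at ambient temperature.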
A350 autofl: A350 region autofluorescence; max dye-equivalent concentration, M; Compound autofluorescence, 340/450 nm, Alexa 350 dye-equivalents; stronger effect = higher value; hit rate 11% among 59,000; AID 590; in the data active = max dye-equivalent concentration above about 10 nM; inconclusive = mostly about 1.1 nM to 9.6 nM
BRCT inh green: inhibitors of human BRCA1 BRCT-phosphoprotein interaction (green fluorophore). BRCA1 BRCT-phosphopeptide binding, green fluorescence polarization. Potency, µM (highest dose often 76.9 µM), without a hit: top-dose activity change, negative = inhibition, most hits filed as inhibitors. hit rate 0.05% among 75,000. P38398;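 also: potency is read from the fitted curve at half-maximal effect; plate controls were peptide without protein for full effect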
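Compounds were incubated for 12 min at room temperature with a complex of 100 nM fluorescein-tagged pBACH1 decapeptide and 250 nM His-tagged BRCT protein. Buffer was phosphate pH 7.3 with EDTA, DTT and Tween 20. Disruption of binding lowers the polarization signal.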
ERK AVP inh: inhibitors of vasopressin-stimulated ERK signaling pathway; hit rate 0.99% among 72,000; HEK293-V1b, vasopressin-stimulated pERK AlphaScreen; Potency, µM (top dose mostly 57.5 µM), without a hit: at the top dose activity, negative = inhibition, hits mostly inhibitors; also: potency is read from the fitted curve at half-maximal effect; % is scaled to controls: 0 for no effect and ±100 for the full control effect; nearly all actives have a fitted effect of over 55% in size
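HEK293 cells stably expressing V1b receptor, seeded overnight in 1% FBS, were treated with compounds for 30 min at 37C, then stimulated 5 min with 25 nM vasopressin; phospho-ERK read by AlphaScreen SureFire after lysis.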
Casp1 inh: blocks human caspase-1 allosterically or competitively; P29466; Caspase-1 enzyme, Ac-WEHD-AFC fluorogenic rate; Potency, µM (series often up to 57.5 µM), for the others: top-dose activity change, negative = inhibition, hits mostly inhibitors; hit rate 0.03% among 75,000;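 also: potency is read from the fitted curve at half-maximal effect; plate controls were vehicle for no effect and no substrate for full effect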
* marks the source's active call; other numbers are inactive results; i = inactive; u = inconclusive; x = no result given; & = joins results of further samples; ! = not active in a repeat; [ ] = dose if it differs, or a comment. Unless noted, calls follow the shape of the dose curve; as a rule, active = well fitted curve in the direction sought with a large enough effect; inconclusive = small, poorly fitted or top-dose-only effect, or another doubt; inactive = no such curve, though single readings can be large; an effect the other way counts as inactive or inconclusive. No enrichment for hits, and some 16% of all compounds hit somewhere here.

Sequence of screens – Tau fil binding	BRCT PPI red	USP2a inh	CRE Fsk mod	Casp7 inh	HEK293 cAMP cs	FLuc inh	A350 autofl	BRCT inh green	ERK AVP inh	Casp1 inh
NC(=O)c1ccc(-n2nnnc2SCc2ccc(F)cc2)cc1
  -12%	-3.6%	3%	20%	-1%	u	0%	i	-0.6%	1%	0%
CCn1c(-c2ccc(C(C)(C)C)cc2)n[nH]c1=S
  13%	-1.4%	2%	11%	2%	22%	1%	i	-1.6%	-21%	1%
COCCNC(=O)CN(C)S(=O)(=O)c1ccc(Br)cc1
  -1%	0.4%	-2%	-3%	0%	4%	-2%	x	-0.9%	16%	-2%
CCOC(=O)N1CCC(NC(=O)C2CCCN(S(=O)(=O)c3cccnc3)C2)CC1 (stereo unspecified)
  -7%	-0.2%	x	1%	-1%	1%	2%	x	-2.7%	2%	3%
Nc1nc(Nc2ccccc2)nc2c1ncn2[C@@H]1O[C@@H](CO)[C@H](O)[C@H]1O
  11%	-0.3%	x	-2%	0%	-4%	u	x	-3.1%	-12%	0%
O=C(CN1C(=O)COCC1=O)N1CCOCC1
  9%	0.2%	-4%	0%	-3%	5%	0%	x	-1.5%	-3%	1%
CCOC(=O)c1ccc(S(=O)(=O)Nc2cc(C(C)(C)C)no2)cc1
  6%	0.0%	0%	-2%	-3%	14%	3%	i	-1.3%	3%	1%
CN1CCN(C(=O)c2cnn3c(C(F)(F)F)cc(-c4ccc5c(c4)OCO5)nc23)CC1
  -9%	0.8%	6%	0%	-2%	12%	3%	u	-1.8%	-5%	-6%
C=C1C2CC[C@@]3(C)C(c4ccoc4)OC(=O)C[C@@]13OC1CC(OC(C)=O)C(C)(C)C(CC(=O)OC)[C@@]12C (stereo partly specified)
  x	-3.9%	61%[activator]	x	-2%	x	x	x	-0.6%[3.08 µM]	-19%	-5%
C=CCOCC/C=C1/c2ccccc2C(OC)C1C (stereo unspecified)
  x	2.4%[15.4 µM]	x	x	-1%[11.5 µM]	0%[11.4 µM]	x	x	0.4%[15.4 µM]	0%[11.5 µM]	-2%[11.5 µM]

Ordered by value in FLuc inh (ascending): some entries from above.
| canonical_smiles | Tau fil binding | BRCT PPI red | CRE Fsk mod | Casp7 inh | FLuc inh | A350 autofl | BRCT inh green | Casp1 inh |
| --- | --- | --- | --- | --- | --- | --- | --- | --- |
| COCCNC(=O)CN(C)S(=O)(=O)c1ccc(Br)cc1 | -1% | 0.4% | -3% | 0% | -2% | x | -0.9% | -2% |
| CCn1c(-c2ccc(C(C)(C)C)cc2)n[nH]c1=S | 13% | -1.4% | 11% | 2% | 1% | i | -1.6% | 1% |
| CCOC(=O)c1ccc(S(=O)(=O)Nc2cc(C(C)(C)C)no2)cc1 | 6% | 0.0% | -2% | -3% | 3% | i | -1.3% | 1% |

New compounds follow.
Sequence of screens – Tau fil binding	BRCT PPI red	USP2a inh	CRE Fsk mod	Casp7 inh	HEK293 cAMP cs	FLuc inh	A350 autofl	BRCT inh green	ERK AVP inh	Casp1 inh
COc1cc(C(=O)OCCN2CCOCC2)ccc1O
  -6%	-0.2%	-1%	-7%	-1%	5%	3%	i	-3.0%	4%	-2%
CC1CCN(C(=O)CCc2nc3cc(S(=O)(=O)N(C)C)ccc3n2C)CC1
  -4%	1.7%	1%	-2%	u	0%	1%	i	2.0%	-8%	0%
O=C(CSc1cn(CCNC(=O)c2cccs2)c2ccccc12)NCC1CCCO1 (stereo unspecified)
  -4%	1.0%	x	-12%	-2%	u	1%	x	-1.4%	x	-3%
COc1ccc(C2CC(=O)c3cnc(NC(=O)c4cc(OC)cc(OC)c4)nc3C2)cc1 (stereo unspecified)
  -18%	0.9%	36%[activator]	10%	-4%	u	-1%	u	-2.7%	-23%	-6%
COc1ccc(-c2noc(CN(C(=O)c3c(-c4ccccc4Cl)noc3C)C(C)C)n2)cc1
  -4%	0.2%	4%	2%	-2%	18%	2%	i	-1.0%	-7%	0%
CN(Cc1ccco1)c1cc(-c2ccoc2)ncn1
  173%	-8.4%	-3%	u	-25%	-1%	3%[2.29 µM]	i	-0.1%	13%	-13%
CCN1CCN(C(=O)c2nn(-c3ccc(C)cc3)c(=O)c3c2c2ccccc2n3C)CC1
  7%	-1.3%	2%	u	-1%	u	-1%	1.7e-08M*	0.9%	-15%	2%
CCN(CC)C(=O)CN(c1cc(Cl)ccc1OC)S(C)(=O)=O
  2%	0.2%	5%	-2%	0%	14%	1%	i	-1.7%	-5%	1%
COC(=O)c1cc2ccsc2n1Cc1nc(-c2ccc(OC)cc2)oc1C
  10%	-2.0%	1%	12%	-2%	21%	0%	i	0.3%	-6%	-2%
Cc1nn2c(CN(C(=O)c3ccco3)c3ccccc3)nnc2c2ccccc12
  -3%	0.1%	31%[activator]	9%	0%	u	0%	i	5.0%	-14%	-1%
CCCOc1ccc2[nH]cc(C(=O)O)c(=O)c2c1
  4%	-0.4%	0%	3%	1%	-3%	2%	i	-0.8%	12%	-1%
CSc1nnc2c(n1)OC(c1cn(C)c3ccccc13)N(C(C)=O)c1ccccc1-2 (stereo unspecified)
  4%[11.4 µM]	-1.0%	-4%[7.66 µM]	2%[7.6 µM]	1%	-1%[11.4 µM]	2%	x	-1.0%	11%	0%
Cc1ccn(CC(=O)O)c(=O)c1
  3%	-0.8%	-2%	-7%	-1%	-2%	-2%	i	-0.8%	17%	2%
CCN(Cc1ccccc1)C(=O)c1ccccc1C
  8%	-1.5%	9%	-7%	-2%	u	1%	i	3.1%	u	-1%
CCC1(C)Cc2c(sc3nc4n(c(=O)c23)CCCS4)CO1 (stereo unspecified)
  -15%	-0.5%	20%	u	1%	-2%	0%	5.6e-08M*	-0.9%	-4%	-3%
COC(=O)c1c(NC(=O)CSc2nnnn2-c2ccccc2)sc2c1CCC(C)C2 (stereo unspecified)
  73%	0.5%	16%	u	-2%	20%	2%	i	-0.8%	-5%	-4%
O=C(/N=C1\NC(=O)C(F)(C(F)(F)F)S1)NC1CCCCC1 (stereo unspecified)
  2%	-2.3%	-17%	-1%	-2%	6%	0%	i	4.7%	-9%	1%
CCC1=C2CC[C@H]3C(=O)N(c4ccccc4)C(=O)[C@H]3[C@H]2[C@@]2(Cc3ccccc3)C(=NCc3ccccc3)OC(=O)N2C1=O
  x	0.6%	x	x	-4%	x	x	x	-1.3%	-13%	-4%
O=C1CS/C(=C\S(=O)(=O)c2ccc(Cl)cc2)N1
  7%	-0.2%	-1%	4%	-1%	-4%	3%	i	-1.0%	-11%	-3%
COCc1nc2c([nH]1)c(=O)n(C)c(=O)n2CC(C)C
  u	-0.7%	-3%	13µM*!	3%	u	0%&2%	i	-2.0%	-11%	-3%
CCC1=C2CC[C@H]3C(=O)N(CC)C(=O)[C@H]3[C@H]2[C@@]2(C)C(=NCC(=O)OC)OC(=O)N2C1=O
  x	0.4%	x	x	-3%	x	x	x	-0.1%	-8%	3%
COc1cc(NC(=O)CN(c2ccc(C)cc2)S(=O)(=O)c2c(C)nn(C)c2C)cc(OC)c1
  12%	0.6%	50%[activator]	u	-2%	1%	0%	i	-0.8%	13%	-1%
CCCCSc1nnc([C@H](C)NC(=O)OC(C)(C)C)o1
  -3%	0.4%	5%	3%	1%	19%	-1%	i	-0.8%	-2%	-1%
O=C1c2ccccc2C(Nc2ccc(S(=O)(=O)N3CCOCC3)cc2)N1c1cccnc1 (stereo unspecified)
  -10%	-0.5%	x	-4%	-1%	16%	3%	x	-0.9%	9%	1%
O=S(=O)(c1cccc(Cl)c1Cl)N1CCCCC1
  -7%	-1.7%	2%	-11%	1%	16%	0%	u	-0.1%	13%	-1%
Cc1ccc2cc(C)c(NCCO)nc2c1
  -12%	0.6%	1%	1%	1%	21%	2%	i	0.7%	24%	-2%
Cc1ccnc(NS(=O)(=O)c2cccc3nsnc23)c1
  2%	0.6%	37%[activator]	2%	-1%	u	-2%	i	-1.8%	-4%	-2%
O=C1CC(SC(=NCc2ccc3c(c2)OCO3)Nc2ccccc2)C(=O)N1 (stereo unspecified)
  -2%	-1.0%	13%	-3%	-4%	-2%	1%	x	-0.5%	-18%	-3%
CC(C)(C)C(=O)NC(c1ccc(Cl)cc1)[C@]1(C)C[C@H]1C1CCCCC1 (stereo partly specified)
  -1%	-0.3%	x	u	0%	u	x	x	-4.1%	14%	5%
CCC(=O)N1CCc2cc(S(=O)(=O)CCC(=O)Nc3ccc(F)c(F)c3)ccc21
  8%	-0.4%	11%	-8%	1%	4%	3%	i	0.9%	12%	0%

Screening results: PubChem, National Center for Advancing Translational Sciences (NCATS)
